# LEDGF integ inh – blocks HIV-1 LEDGF/p75-dependent DNA integration. inhibition, % at 3.7 µM. TR-FRET IN-LEDGF/p75 DNA integration, Eu/Cy5. 370,000 tested, 0.64% active;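 active = inhibition above the screen-wide mean plus 3 SD, cut at about 13% in these data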;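 also: signal is the Cy5 over europium emission ratio at 671 and 618 nm; 0% = plate median of compound wells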
# rCAG RNA binder – r(CAG) repeat RNA binding; TO-PRO-1 dye displacement fluorescence; inhibition, % at 3 µM; 370,000 tested, 1.3% active;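 active = inhibition above the plate cutoff, the mean of all test compounds on that plate plus 3 SD, cut at about 35% in these data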;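 also: 0% = DMSO alone and 100% = 100 µM mitoxantrone as full dye displacement; higher means more dye released from RNA so lower well fluorescence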
# HTRA1 inhibitor – HTRA1 (human) protease inhibition. 340,000 tested, 0.5% active. Q92743. inhibition, % at 5.96 µM. recombinant HTRA1, FP-rhodamine activity-based probe, fluorescence polarization; in the data active = inhibition above about 36%;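 also: 0% = enzyme with DMSO and 100% = wells lacking enzyme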
# PG9 binder – binds the HIV-1 gp120 antibody PG9. TR-FRET gp120-PG9 antibody binding. AID 624416. inhibition, % at 6.7 µM. 360,000 tested, 0.43% active; in the data active = inhibition above about 8.5%
# TCR-CD3 inh – inhibitors of human TCR-CD3 interaction | TAMRA-labeled TCR probe fluorescence, biochemical | inhibition, % at 9.4 µM | 360,000 tested, 0.37% active | AID 651800; in the data active = inhibition above about 19%;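 also: recombinant mutant TCR 2C K166C tagged with TAMRA read by polarization; 0% = receptor in buffer alone and 100% = receptor with positive control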
# mABHD4 FP – ABHD4 (mouse) inhibition, primary FP screen | inhibition, % at 8.92 µM | purified mABHD4, FP-Rh probe fluorescence polarization | Q8VD66 | 370,000 tested, 0.54% active;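 active = inhibition exceeding the mean over every tested compound plus 3 SD, cut at about 30% in these data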;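 also: 0% = plate median of compound wells and 100% = S159A mutant with DMSO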
# Target sequence (Q8VD66 whole entry, looked up): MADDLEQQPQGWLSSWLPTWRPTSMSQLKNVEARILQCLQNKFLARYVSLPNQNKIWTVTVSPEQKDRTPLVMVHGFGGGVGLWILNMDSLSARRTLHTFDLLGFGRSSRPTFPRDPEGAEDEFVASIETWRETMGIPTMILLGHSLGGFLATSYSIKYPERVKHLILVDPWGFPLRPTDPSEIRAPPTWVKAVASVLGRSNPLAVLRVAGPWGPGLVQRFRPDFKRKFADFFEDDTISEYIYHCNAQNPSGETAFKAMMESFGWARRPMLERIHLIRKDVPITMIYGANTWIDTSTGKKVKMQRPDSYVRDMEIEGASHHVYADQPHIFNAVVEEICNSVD
#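 Assay system: mouse ABHD4 enzyme, wild type / Also added: fluorescent activity-based probe FP-Rh / Doses: single nominal dose of 8.92 µM, 0.89% DMSO final / Timing: 45 min compound pre-incubation plus 60 min probe step, 25 °C / Signal: FP readout, ex 525 nm / em 598 nm / Control set: S159A mutant/DMSO as 100%, compound-well median as 0%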
# SIAE inh – inhibitors of human sialic acid acetylesterase SIAE; Q9HAT2; SIAE FP-Rh probe binding, fluorescence polarization; inhibition, % at 9.66 µM; 370,000 tested, 0.69% active; AID 1053197;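 active = inhibition above a cutoff: mean of compounds within the control limits plus 3 SD of those, cut at about 17% in these data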;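 also: 0% = plate median of compound wells and 100% = probe without SIAE protein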
# NR1D1 modulator – Rev-erb alpha (human) modulation; activity, % at 10 µM; AID 1259318; 370,000 tested, 0.79% active; P20393; Rev-erbα–FITC-DNA binding, fluorescence polarization, 90 min;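 active = activity above about 14%, limit read from the data; passing the limit was not always enough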;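 also: 0% = DMSO wells with 35 nM protein and 100% = DMSO wells with 750 nM protein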
# PRMT1 inh – PRMT1 (human) inhibition, primary screen; Q99873; recombinant PRMT1, activity-based probe fluorescence polarization; inhibition, % at 2.79 µM; 370,000 tested, 1.3% active;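 active = inhibition above about 21% made by adding two undisclosed values, limit read from the data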
# Target sequence (Q99873 whole entry, looked up): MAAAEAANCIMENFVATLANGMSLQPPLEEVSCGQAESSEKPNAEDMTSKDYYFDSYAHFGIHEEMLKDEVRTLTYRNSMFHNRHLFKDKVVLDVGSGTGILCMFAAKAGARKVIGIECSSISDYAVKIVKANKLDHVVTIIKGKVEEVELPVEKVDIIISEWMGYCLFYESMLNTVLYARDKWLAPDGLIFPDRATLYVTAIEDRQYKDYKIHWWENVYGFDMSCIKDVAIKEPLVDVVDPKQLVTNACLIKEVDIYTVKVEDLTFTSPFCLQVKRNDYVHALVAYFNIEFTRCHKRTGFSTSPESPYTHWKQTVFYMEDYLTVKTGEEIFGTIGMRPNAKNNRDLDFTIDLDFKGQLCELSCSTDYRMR
# TDP2 absorb – TDP2 (human) inhibition, absorbance primary screen; 370,000 tested, 0.34% active; O95551; AID 720702; inhibition, % at 12.8 µM; recombinant TDP2, T5PNP hydrolysis, p-nitrophenol absorbance 415 nm;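 active = inhibition above the mean of all tested compounds plus 3 SD, set per campaign, cut at about 25% in these data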;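 also: 0% = DMSO with enzyme and 100% = buffer with substrate but no TDP2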
# Target sequence (O95551 whole entry, looked up): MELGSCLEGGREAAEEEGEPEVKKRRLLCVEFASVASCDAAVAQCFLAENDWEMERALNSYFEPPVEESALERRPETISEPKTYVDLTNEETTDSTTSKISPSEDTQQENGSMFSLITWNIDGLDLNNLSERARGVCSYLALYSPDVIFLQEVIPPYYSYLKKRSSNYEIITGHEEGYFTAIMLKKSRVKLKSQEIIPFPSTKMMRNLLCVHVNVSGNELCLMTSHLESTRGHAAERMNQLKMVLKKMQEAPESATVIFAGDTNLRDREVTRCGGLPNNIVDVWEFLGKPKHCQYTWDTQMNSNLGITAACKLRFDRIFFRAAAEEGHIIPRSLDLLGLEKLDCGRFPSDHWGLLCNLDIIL
#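 Read-out basis: percent inhibition. System: recombinant human TDP2. Buffer or medium: Mg2+-containing Tris-HCl buffer, pH 7.5. Repeats: single replicate. Timing: reaction 2 h, 37 °C. Benchmarks: high control without enzyme, low control DMSO plus TDP2. Probe or stimulus: 5 mM T5PNP. Doses: 12.8 µM only. Measured by: epi absorbance of p-nitrophenol freed from T5PNP by hydrolysis.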
# * hit, by the source's call; / = no result given.
# Order of values: LEDGF integ inh, rCAG RNA binder, HTRA1 inhibitor, PG9 binder, TCR-CD3 inh, mABHD4 FP, SIAE inh, NR1D1 modulator, PRMT1 inh, TDP2 absorb
- O=C(CNc1cccc(C(F)(F)F)c1)N/N=C/c1cccc(Br)c1
    0, 2, -37, -1.2, -3, -16, 3, 4, 2, -5
- N=c1c(C(=O)NC2CCCC2)cc2c(=O)n3ccccc3nc2n1CCN1CCOCC1
    -3, -7, -3, 0.8, 0, 9, -2, -2, 2, -5
- CC1(C)C(Cl)C(=O)C(C(=O)c2ccccc2)C(=O)C1Cl (configuration not stated)
    0, 2, 3, 0.8, -7, 0, 1, 2, 0, -6
- COCCCN1C(=O)[C@H](CC(=O)N2CCN(C(=O)C3CC3)CC2)[C@]2(C(=O)OC)CCCCC=C12
    2, 0, /, /, /, 4, -3, 0, 2, 7
- CC(C)(C)C1CCc2sc(-c3nnc(CCl)o3)cc2C1 (configuration not stated)
    2, 5, -9, 1.3, -9, -9, -10, 0, 2, 1
- O=C(O)[C@@H]1CCCN1c1ncnc2sc3c(c12)CCC3
    0, 3, 4, -3.5, 1, 4, 3, 1, -2, 1
- Clc1cccc(C2=NOC(c3nnc(-c4ccccc4)o3)C2)c1 (configuration not stated)
    1, -3, -12, 0.4, 5, -5, 2, 2, -1, -3
- C=CCN(CC=C)C(=O)C[n+]1ccc(C(N)=O)cc1
    3, -1, 5, 2.6, 7, -8, 0, 1, 7, -20
- CCn1cc(/C=C2\SC(=O)N(CC(=O)Nc3ccc4c(c3)OCO4)C2=O)c2ccccc21
    -7, 2, -3, 0.0, 0, 4, -3, -2, 2, -9
- Cc1ccsc1/C=N/NC(=O)Nc1ccccc1
    2, -1, -3, -1.0, -12, 0, 3, -4, -4, -24

# Random excerpt: 3 compounds from above, in no set order.
# Order of values: LEDGF integ inh, rCAG RNA binder, HTRA1 inhibitor, PG9 binder, TCR-CD3 inh, mABHD4 FP, SIAE inh, NR1D1 modulator, PRMT1 inh, TDP2 absorb
- O=C(CNc1cccc(C(F)(F)F)c1)N/N=C/c1cccc(Br)c1
    0, 2, -37, -1.2, -3, -16, 3, 4, 2, -5
- CCn1cc(/C=C2\SC(=O)N(CC(=O)Nc3ccc4c(c3)OCO4)C2=O)c2ccccc21
    -7, 2, -3, 0.0, 0, 4, -3, -2, 2, -9
- Clc1cccc(C2=NOC(c3nnc(-c4ccccc4)o3)C2)c1 (configuration not stated)
    1, -3, -12, 0.4, 5, -5, 2, 2, -1, -3

# Back to the main list with the two entries that preceded the break.
# Order of values: LEDGF integ inh, rCAG RNA binder, HTRA1 inhibitor, PG9 binder, TCR-CD3 inh, mABHD4 FP, SIAE inh, NR1D1 modulator, PRMT1 inh, TDP2 absorb
- CCn1cc(/C=C2\SC(=O)N(CC(=O)Nc3ccc4c(c3)OCO4)C2=O)c2ccccc21
    -7, 2, -3, 0.0, 0, 4, -3, -2, 2, -9
- Cc1ccsc1/C=N/NC(=O)Nc1ccccc1
    2, -1, -3, -1.0, -12, 0, 3, -4, -4, -24
- CC1=CC2=NC(=O)/C(=C\c3cccn3CCOc3cc(C)ccc3C)C(=N)N2O1
    0, 4, -76, -0.8, 1, -28, -30, 6, 0, 3
- COc1ccc(NS(=O)(=O)c2cn(C)cn2)cc1
    -3, 0, -3, 0.9, -3, 2, 2, 4, 2, 3
- COc1cc(/C=N/NC(=O)c2ccc3c(c2)OCO3)ccc1O
    -3, -1, 7, 0.0, -4, 7, 5, 0, 3, 2
- CCOc1ccc(NS(=O)(=O)c2ccc(C)c(C(N)=O)c2)cc1
    -2, -1, -7, 0.4, -6, 3, 5, 1, 4, 4
- CCOC(=O)[C@@H]1[C@H]2COc3ccc(Br)cc3[C@H]2N2C(=O)N(c3ccc(F)cc3)C(=O)[C@]12C
    0, -2, -33, -0.2, 9, -21, -2, -2, -1, -5
- N#Cc1c2c(c(NCCN3CCOCC3)n3c1nc1ccccc13)CCCC2
    -4, -4, -1, -2.1, -7, 1, -2, 1, -1, 8
- CCCNC(=O)c1ccc(C2SCC(=O)N2CCc2ccccc2)cc1 (configuration not stated)
    3, -4, 0, -2.2, 2, 0, 6, 2, -1, -4
- O=C(Nc1cccc(OC(F)(F)F)c1)[C@@H]1O[C@H](CO)[C@H](O)[C@H](O)[C@H]1O
    0, 2, /, 0.5, 5, -2, 11, 3, -2, 1
- COc1ccc(CN2C[C@H](COCc3ccccc3)Oc3cccc(Oc4ccc(C(C)C)cc4)c3S2(=O)=O)cc1
    -4, 6, /, 1.6, 3, 2, -4, 2, 2, 3
- Cc1ccc(F)cc1C(=O)N1CCCC1(C)C(=O)NCC(C)C (configuration not stated)
    1, 1, /, -2.9, 4, 2, -7, 8, -1, -1
- COc1ccc(CNC(=O)COC(=O)CN2C(=O)C3CCCCC3C2=O)cc1 (configuration not stated)
    5, 3, -1, 0.3, 2, -8, -5, -2, -3, -13
- CCN(CC(=O)NC1CC1)S(=O)(=O)c1ccc(OC)cc1
    -1, -2, 3, -2.2, 4, 0, -6, -4, -3, -5
- COc1ccc(-c2nnc(SCC(=O)NCc3ccco3)o2)cc1
    2, -3, 8, -0.1, 3, 8, -7, -3, -1, 10
- Cc1ccc2nc(NCCCO)[nH]c2c1
    -3, 0, 4, -0.4, 6, -4, -2, -2, -2, -6
- Cc1[nH]c2ccc(C(=O)OCC(=O)Nc3cccc(S(N)(=O)=O)c3)cc2c1C
    1, 14, -12, -0.6, 10, 11, 2, -1, -3, 3
- Cc1ccc(-c2nc(C#N)c(N3CCC(C(N)=O)CC3)o2)cc1
    -1, -1, 1, -0.4, 0, -1, 8, 1, 0, -11
- Cc1ccccc1OCCC(=O)Nc1c(C)n(C)n(-c2ccccc2)c1=O
    -2, -5, 4, -0.2, -7, -2, -5, 0, 1, -3
- CCOC(=O)c1ccc(Nc2sc(C(=O)c3cccc([N+](=O)[O-])c3)c(N)c2C#N)cc1
    0, 5, 2, -1.2, 1, 4, -2, -24, 0, -1
- CCCCCn1nnnc1C1(C)CSCC(=O)N1Cc1ccco1 (configuration not stated)
    0, -1, /, /, /, 4, 0, 8, -3, -5
- CCOC(=O)C(C)Sc1nc(N)c(NC(=O)c2ccc(OC)c(OC)c2)c(=O)[nH]1 (configuration not stated)
    4, 1, 1, -0.1, -11, -14, -1, 0, 5, -9
- Cc1cc(Cl)ccc1OCC(=O)N/N=C/c1ccc[nH]1
    1, /, /, /, /, -1, 11, -3, 0, 0
- CO/N=C/C(=N\Nc1ccc(OC)cc1)C(=O)c1ccc(OC)cc1
    0, 3, -5, -0.8, 3, 0, -1, -2, -2, -7
- COc1ccc(CCNC(=O)C2CC(c3ccccc3C(F)(F)F)=NO2)cc1 (configuration not stated)
    -2, -4, 3, 0.4, 0, -1, 9, -4, 0, 2
- COc1cc(OC)cc(-c2nn[nH]n2)c1
    0, -1, -2, -1.1, -8, -4, 2, 2, 2, -4
- CNC(=O)CSc1nc(-c2ccccc2)c(-c2ccccc2)[nH]1
    1, 1, 5, -0.2, 1, 4, 7, 10, 0, -3
- COc1cc(/C=N/N=C(\N)c2nonc2N)cc(OC)c1O
    -3, 2, 8, -1.1, 5, 6, 2, 4, 2, -1
- O=c1cc(Cl)[nH]n(-c2ccccc2)c1=O
    1, -3, 1, 0.8, -14, -2, -3, -5, 7, -1
- COc1ccccc1NC(=S)NC1CCCCC1
    -1, 1, -3, 1.1, -1, 1, 2, 3, 0, -1
- COc1ccc(CCNC(=O)c2cc3c(=O)n4ccccc4nc3n(CCN3CCOCC3)c2=N)cc1
    -9, 4, 7, -1.1, -2, 4, -1, -4, 3, -8
- COc1ccccc1/C=C/C(=O)NC(=S)NCC1CCCO1 (configuration not stated)
    0, -1, -2, -0.7, 7, -7, -9, 2, 0, 6

# Five compounds from above, sorted by the value under PG9 binder, rising:
structure	LEDGF integ inh	HTRA1 inhibitor	PG9 binder	TCR-CD3 inh	mABHD4 FP	SIAE inh	NR1D1 modulator	PRMT1 inh	TDP2 absorb
COc1cc(/C=N/N=C(\N)c2nonc2N)cc(OC)c1O	-3	8	-1.1	5	6	2	4	2	-1
COc1ccccc1/C=C/C(=O)NC(=S)NCC1CCCO1 (configuration not stated)	0	-2	-0.7	7	-7	-9	2	0	6
COc1ccc(CCNC(=O)C2CC(c3ccccc3C(F)(F)F)=NO2)cc1 (configuration not stated)	-2	3	0.4	0	-1	9	-4	0	2
O=c1cc(Cl)[nH]n(-c2ccccc2)c1=O	1	1	0.8	-14	-2	-3	-5	7	-1
COc1ccccc1NC(=S)NC1CCCCC1	-1	-3	1.1	-1	1	2	3	0	-1

# Remaining list, next part.
# Order of values: LEDGF integ inh, rCAG RNA binder, HTRA1 inhibitor, PG9 binder, TCR-CD3 inh, mABHD4 FP, SIAE inh, NR1D1 modulator, PRMT1 inh, TDP2 absorb
- COC(=O)C1=C(C)N(Cc2cccc(C(F)(F)F)c2)C(=NCc2cc(OC)c(OC)c(OC)c2)NC1CCc1ccccc1 (configuration not stated)
    0, 9, /, 1.8, -6, 10, -1, 11, -4, -1
- N#Cc1ccc(S(=O)(=O)N2CCCCC2c2cc(C(=O)NCc3cccnc3)no2)cc1 (configuration not stated)
    -3, 0, /, 0.4, -5, 0, -2, 0, 1, 12
- CCOC(=O)C1CCCN(C2CC(=O)N(c3cccc(C)c3)C2=O)C1 (configuration not stated)
    -1, -1, 0, 1.3, 8, 8, 2, -4, 63*, 17
- O=C(CSc1nnc(Nc2ccccc2)s1)Nc1ccc(S(=O)(=O)N2CCOCC2)cc1
    4, 15, -18, -1.1, 1, -5, -10, 5, 0, 1
- COC(=O)c1ccccc1N=C(SC)N(C)C
    2, -1, 4, 1.3, 6, 5, 0, -1, 1, 3
- CC(C)NC(=O)CSc1nc2sccc2c(=O)n1-c1ccccc1
    2, 10, 4, -0.7, 7, 6, 3, 3, 2, -12
- Cc1cc(N2CC(C)OC(C)C2)n2cc(-c3ccccc3)nc2n1 (configuration not stated)
    -2, -3, -2, 1.2, 3, 1, 3, -5, 1, 19
- S=C(NCCc1ccccc1)N/N=C/c1ccc(Cl)cc1
    1, 1, -42, -1.2, -4, -10, 9, 1, -3, 7
- O=C(Cn1cnc2ccccc2c1=O)N/N=C/c1ccc(Br)cc1
    1, -3, /, -3.8, -16, -3, 9, -4, -2, -2
- COCCNC(=O)c1cccc2c(-c3cccc(C(N)=O)c3)coc12
    7, 2, /, 1.0, -5, 2, -2, -5, -3, 4
- COc1ccc(CCn2c(SCC(=O)Nc3cc(C)on3)nc3ccsc3c2=O)cc1OC
    1, 2, -13, 36*, 5, -7, -16, 12, -2, -8
- COc1ccc(CNC(=O)COC(=O)CCOc2ccccc2)cc1
    2, -6, 4, -0.6, 2, -2, 1, -3, -4, -7
- CCOC(=O)C1CCN(C2=NC(=O)/C(=C/c3ccc(Cl)cc3)S2)CC1
    -2, -3, -4, -1.7, 1, -3, 5, 0, 3, 0
- COc1ccc(C(=O)NCCCOc2cccc(NC(C)=O)c2)cc1
    -1, -6, 8, -1.5, -3, -2, 3, 2, -2, -5
- Cc1ccc(NC(=O)CN(C)C(=O)c2cccc(-n3cccc3)c2)cc1
    2, 8, -18, 0.1, 22*, 0, -2, -21, -4, -11

# Assay outcomes as filed in PubChem.

# Not all compounds are listed; the hit share may differ from the screen's.
